High-throughput results (PubChem BioAssay)
CCT modulator – cytosolic chaperonin activity modulation; purified chaperonin ATPase assay, HTRF ADP detection, 30 min; activity change, % (concentration not given with the values), hits read low; 0.3% of 360,000 active; AID 651819; in the data active means activity change below about -30%; further: on the % scale 0 is the no-effect control and ±100 the full control effect
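We incubate TRiC, 40 or 20 nM final, with library compounds at 76 uM and 10 uM ATP for 30 min at 37 °C. ADP formed is detected with Transcreener HTRF reagents after 30 min at room temperature.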
TGFb inhibitor – inhibitors of TGF-b signaling. HepG2 CAGA-GFP TGF-b/SMAD3 reporter, GFP fluorescence, 18 h; TGF-beta stimulated, 500 pg/mL final. Potency, µM (highest dose often 46.1 µM), inactives show at the top dose activity, negative = inhibition, most hits filed as inhibitors. 1.2% of 410,000 active. AID 588855; further: potency means the concentration at half of the fitted maximal effect; on the % scale 0 is the no-effect control and ±100 the full control effect; nearly all actives have a fitted effect of over 65% in size
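Using HEPG2 CAGA-GFP reporter cells at 1000 cells/well, we pinned test compounds, stimulated with recombinant TGF-beta (500 pg/mL final) and measured total well GFP after 18 h.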
HepG2 viability – kills HepG2 cells in TGF-b inhibitor counter-screen | HepG2 CAGA-GFP viability, ATP luminescence, 18 h | Potency, µM (titrated, usually from 46.1 µM), for the others: top-dose activity change, negative = cytotoxicity, usual class: cytotoxic | 0.76% of 410,000 active; further: potency means the concentration at half of the fitted maximal effect; some results filed as inactive show a strong effect at the top dose
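HepG2 CAGA-GFP cells (1000/well, DMEM with 1% FBS) received compound, then TGF-beta at 500 pg/mL final, and were incubated 18 hours at 37 degrees C. Viability was read by CellTiter-Glo luminescence. Media-only wells were set as complete cell-killing and DMSO as no toxicity.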
Mm-Cpn inhibitor – M. maripaludis TRiC chaperonin inhibition | 0.031% of 330,000 active | purified Mm-Cpn ATPase, ADP Transcreener TR-FRET | Potency, µM (highest dose often 76.9 µM), for the others: top-dose activity, negative = inhibition, usual class: inhibitors | AID 504842; further: potency means the concentration at half of the fitted maximal effect; on the % scale 0 is the no-effect control and ±100 the full control effect; nearly all actives have a fitted effect of over 80% in size
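Measured: ADP formation by purified Mm-CPN. Conditions: 25 nM protein, 10 uM ATP, Tris pH 7.4 with Mg2+, K+ and DTT, 37°C for 30 min. Detection: Transcreener HTRF after 30 min at room temperature.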
A549 viability – A549 cytotoxicity, counter-screen for Nrf2 inhibitors | A549 ARE-Fluc cells, CellTiter-Fluor viability, 18-24 h | Potency, µM (series often up to 46 µM), inactives show at the top dose activity change, negative = cytotoxicity, hits mostly inhibitors | 0.16% of 390,000 active | AID 504648; further: potency means the concentration at half of the fitted maximal effect; on the % scale 0 is the no-effect control and ±100 the full control effect
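Cytotoxicity counterscreen: CellTiter-Fluor fluorescence was measured in A549 ARE_Fluc cells after 18-24 h of compound exposure in a concentration series. The subsequent BugLite luminescent read reports ARE-luciferase activity.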
Abeta rescue – compounds reversing amyloid beta toxicity in yeast | yeast expressing A-beta42, growth rescue, OD600, 48 h; response scale: 0% DMSO, 100% iron-clioquinol control | Potency, µM (top dose mostly 46.1 µM), inactives show at the top dose growth rescue, hits mostly activators | 0.063% of 410,000 active | AID 1347071; further: potency means the concentration at half of the fitted maximal effect; nearly all actives have a fitted effect of over 55% in size
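Yeast growth medium received pinned compounds, then yeast cells expressing toxic A-beta were added; plates incubated at 30 C for 48 hr. Growth read as absorbance at 600 nm, normalized to DMSO and equimolar FeCl3 plus clioquinol controls.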
Nrf2 block – blocks Nrf2 signaling; A549 ARE-Fluc reporter, luciferase luminescence, 18-24 h; 2.1% of 360,000 active; Potency, µM (titrated, usually from 46 µM), for inactives: at the highest dose activity change, negative = inhibition, hits mostly inhibitors; further: potency means the concentration at half of the fitted maximal effect; on the % scale 0 is the no-effect control and ±100 the full control effect; nearly all actives have a fitted effect of over 60% in size
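In this cell-based qHTS, ARE-driven firefly luciferase in A549 cells reports Nrf2 activity; the luminescent signal after BugLite lysis is the measured value, with a prior CellTiter-Fluor read for cell health.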
Nrf2 ARE act – activates Nrf2 signaling; AREc32 ARE-luciferase reporter (MCF7-derived line), luminescence, 24 h; Potency, µM (doses to about 46.1 µM), without a hit: top-dose activation, actives largely listed as activators; 0.31% of 410,000 active; further: potency means the concentration at half of the fitted maximal effect; % of control where 0% means no effect; nearly all actives have a fitted effect of over 65% in size
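Quantitative high-throughput format: AREc32 reporter cells, 1000 per well, received compound by pin transfer and were incubated 24 hr at 37 deg C, 5% CO2, before Steady-Glo luminescence detection.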
Akt phos inh – Akt phosphorylation inhibition; AID 651550; Neuro2A IGF-stimulated pAkt S473 HTRF, 20 min; stronger effect = lower value; 0.32% of 360,000 active; activity change, % for hits at 50 µM; in the data active means activity change below about -80%; inconclusive means mostly about -51% to -80%; further: on the % scale 0 is the no-effect control and ±100 the full control effect
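Single-point screen (50 µM final compound) in Neuro2A cells stimulated 20 min with 6 nM IGF at 37 deg C. After lysis, Ser473-phosphorylated Akt read by HTRF (ex 330 nm, em 615/665 nm) as the 665/615 ratio.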
* hit, by the source's call; i = inactive; ? = inconclusive; . = no result given; & = joins results of further samples; [ ] = remark or other dose. Unless noted, the call rests on the fitted dose curve; in most records, active means well fitted curve in the direction sought with a large enough effect; inconclusive means small, poorly fitted or top-dose-only effect, or another doubt; inactive means no such curve, though single readings can be large; an effect the other way counts as inactive or inconclusive.

SMILES	CCT modulator	TGFb inhibitor	HepG2 viability	Mm-Cpn inhibitor	A549 viability	Abeta rescue	Nrf2 block	Nrf2 ARE act	Akt phos inh
COc1cccc(-n2cc(CNCc3cn(C)nc3-c3ccccc3F)cn2)c1	0.4	-16%	-21%	4%	-4%	-15%	-15%	3.8%	i
COc1ccc(CNC(=O)CCNC(=O)N2CCn3c2nc2ccccc23)cc1	0.1	-3%	1%	-1%	0%	-20%	-6%	-1.1%	i
CCCn1c(SCC(=O)c2c(N)n(C3CC3)c(=O)[nH]c2=O)nnc1-c1ccncc1	0.6	3%	7%	2%	9%	-15%	7%	-0.3%	i
COc1ccc(C2C(C(N)=O)=C(C)Nc3ncnn32)cc1 (stereo not given)	1.7	-3%	8%	1%	-4%	-12%	23%	0.2%	i
COc1cc(/C=C(\C#N)C(=O)Nc2cc(C(F)(F)F)ccc2Cl)ccc1OCC(=O)Nc1cccc(C(F)(F)F)c1	-0.2	-3%	-5%	-6%	10%	3%	2%	1.8%	i
O=C(Nc1nccs1)c1cc(Cl)nc2ccccc12	-2.7	0%	1%	-1%	0%	-16%	3%	18%	i
O=C(CN(Cc1ccco1)C(=O)CNS(=O)(=O)c1ccc(Cl)cc1)NC1CCCCC1	-0.3	-6%	5%	0%	1%	5%	.	0.1%	i
Cc1cc(Cl)ccc1OCC(=O)N(Cc1ccco1)c1c(N)n(Cc2ccccc2)c(=O)[nH]c1=O	2.5	6%	-9%	.	7%	-1%	-28%	0.3%	i
COc1cc(CNc2ccc3[nH]c(=O)[nH]c3c2)ccc1OCc1cccc(C)c1	0.0	?	-51%	-1%	-12%	2%	-7%	7.5%	i
COC(=O)c1c(C(C)=O)cnc2ccc(Br)cc12	0.0	33%	14%	-2%	0%	0%	5%	-0.4%	i
COc1ccc2[nH]c3c(=O)n(Cc4ccc(C(=O)N5CCCCCC5)cc4)c(=S)[nH]c3c2c1	-1.3	-7%	13%	0%	2%	1%	5%	0.7%	i
Cc1ccc(OCCn2cc(C(=O)O)c3ccccc32)cc1	-1.4	7%	-10%	1%	0%	-4%	10%	-0.4%	i
O=C(Cn1c(CCCO)nc2ccccc21)Nc1ccccc1-c1ccccc1	-2.1	0%	-7%	-7%	-4%	14%	-5%	-0.6%	i
Cc1ccc(C(=O)OCc2cc(=O)n3nc(-c4cccs4)sc3n2)cc1	.	-2%	1%	.	0%	-15%	?	6.7%	.
Cc1ccccc1OCC(=O)Nc1cccc(Cl)c1C	0.5	1%	-2%	2%	14%	0%	?	10%	i
CCN(CC)Cc1cc(C(=O)O)c(C)o1	0.0	-1%	6%	-3%	0%	8%	0%	-0.4%[9.22 µM]	i
Cc1nccn1CCC(=O)NC1CCCc2c1cnn2-c1ccc(C(C)(C)C)cc1 (stereo not given)	-0.5	6%	-18%	.	.	-16%	.	5.9%	i
CN(C)c1ccc(/C=C2\SC(=O)N(CC(O)Cn3c4ccccc4c4ccccc43)C2=O)cc1 (stereo not given)	-3.4	-9%	-16%	-3%	-2%	5%	1%	-0.8%[9.22 µM]	i
CC1=C(C(=O)OC2CCCCCCC2)C(c2ccc(O)cc2)NC(=O)N1 (stereo not given)	-0.9	-21%	-44%	2%	-16%	8%	?	0.3%	i
CC(C)Cn1nc(NC(=O)c2cccs2)c2cc3ccccc3nc21	-4.6	?	-12%	-3%	4%	-2%	16µM*	-0.1%	i
CC(OCC(O)CN1CCN(S(=O)(=O)c2ccc(Cl)cc2)CC1)c1ccc(Cl)cc1 (stereo not given)	2.1	?	-2%	.	.	-19%	.	9.3%	i
O=C(CSc1ccc(-c2cccnc2)nn1)Nc1ccc(Br)cc1	0.3	-22%	-22%	2%	-14%	16%	7.3µM*	2.8%	i
CCOc1ccc(CCNC(=O)c2cc3c(-c4ccccc4F)nn(C)c3s2)cc1	.	2%	-6%	.	-1%	5%	-12%	0.4%	.
COc1cc(C(=O)Nc2nc3nc(-c4ccccc4)cc(=O)n3[nH]2)cc(OC)c1OC	.	?	-51%	.	-9%	-10%	4%	-0.5%	.
O=[N+]([O-])c1ccccc1S(=O)(=O)Nc1ccc(S(=O)(=O)N2CCOCC2)cc1	0.7	9%	-2%	-2%	-8%	19%	-19%	-0.2%	i

Nrf2 block: what is marked active above
canonical_smiles	CCT modulator	TGFb inhibitor	Mm-Cpn inhibitor	Nrf2 block	Nrf2 ARE act	Akt phos inh
CC(C)Cn1nc(NC(=O)c2cccs2)c2cc3ccccc3nc21	-4.6	?	-3%	16µM*	-0.1%	i
O=C(CSc1ccc(-c2cccnc2)nn1)Nc1ccc(Br)cc1	0.3	-22%	2%	7.3µM*	2.8%	i

The listing continues:
SMILES	CCT modulator	TGFb inhibitor	HepG2 viability	Mm-Cpn inhibitor	A549 viability	Abeta rescue	Nrf2 block	Nrf2 ARE act	Akt phos inh
CCCn1c(N)c(C(=O)CSc2nc(C)nc3sc(C)c(C)c23)c(=O)[nH]c1=O	-0.6	-13%	-12%	-5%	0%	15%	1%	-1.2%	i
CC(=O)Nc1ccc(-n2c(=O)c3ccccc3c3ccccc3c2=O)cc1	-1.3	?	-23%	2%	2%	-2%	-26%	7.3%	i
O=C(CCc1ccccc1)NNC(=O)COc1ccccc1Cl	-0.8	0%	6%	0%	2%	2%	26%	0.2%	i
CCc1ccccc1NC(=O)c1ccc2c(c1)CCCN2S(C)(=O)=O	.	33%[activator]	-11%	.	1%	-10%	27%	3.4%	.
O=C(CN1CCS(=O)(=O)CC1)N/N=C/c1cccc(C(F)(F)F)c1	-0.9	0%	-4%	0%	2%	3%	3%	?	i
CC1CCN(c2c(NCC3CCC(C(=O)NCCCc4ccccc4)CC3)c(=O)c2=O)CC1 (stereo not given)	-3.4	-25%	-4%	-6%	1%	1%	-5%	2.1%	i
C/C(=N\OC(=O)Nc1ccc(Cl)cc1)c1ncc(C(F)(F)F)cc1N1CCOCC1	0.6	-9%	-19%	0%	-6%	2%	8%	0.7%	i
O=C(COC(=O)c1cccs1)Nc1ccc(S(=O)(=O)N2CCOCC2)cc1	-1.8	-13%	19%	-2%	0%	27%	17%	1.0%	i
Cc1cc(C)cc(OCC(=O)O/N=C(\N)Cc2ccc([N+](=O)[O-])cc2)c1	-2.2	-16%	-11%	-3%	-2%	?	3%	-0.3%	i
CCOc1ccc(NC(=O)CSc2nnc(C)n2CC2CCCO2)cc1 (stereo not given)	-0.9	-6%	-5%	?	1%	1%	4%	0.2%	i
Cc1nn(CC(=O)NCc2ccccc2)c(=O)c2ccccc12	-0.3	-5%	-1%	-2%	17%	7%	2%	-0.8%	i
COc1ccc(OC)c(NC(=O)Cn2c(=O)oc3cc(S(=O)(=O)NCc4ccccc4)ccc32)c1	.	-12%	0%	.	-5%	-8%	.	-0.1%	.
Cc1nn(-c2ccccc2)c(C)c1NC(=O)COc1ccc(F)cc1Cl	1.8	-1%	-14%	1%	-2%	-15%	?	-0.3%	i
O=C(Cn1cnc2c(oc3nc4c(cc32)CCCC4)c1=O)Nc1cccc(Cl)c1	-0.5	-1%	-2%	?	1%	-22%	-23%	0.3%	i
C=CCN(Cc1ccc(OC)c(OC)c1)C(=O)N1CCOCC1	1.9	1%	-1%	1%	0%	9%	-4%	-0.3%	i
CCCC[n+]1ccn(C2=C([O-])c3ccccc3C(=O)/C2=N\S(=O)(=O)c2ccc(Cl)cc2)c1	-3.2	10µM*	11µM*	2%	-2%	-6%	13%	-5.2%	i
O=C(O)/C=C/C(=O)Nc1cccc(C(F)(F)F)c1	1.8	-6%	-11%	-2%	3%	-18%	4%	3.1%	i
CCOc1ccc(S(=O)(=O)n2nc(C)c(S(=O)(=O)N3CCCCCC3)c2C)cc1	.	-16%	-14%	.	10%	-17%	.	0.4%	.
COCCNC(=O)CCCn1c(=O)c2cc(OC)c(OC)cc2n(CC(=O)c2ccccc2)c1=O	-0.4	-9%	-19%	0%	-2%	-1%	-5%	0.3%	i
CN1/C(=C/C2CC(=O)N(c3ccc([N+](=O)[O-])cc3)C2=O)C(C)(C)c2ccccc21 (stereo not given)	-2.8	-3%	-24%	-1%	-12%	?	.	0.2%	i
CCOc1ncccc1C(=O)OCC(=O)Nc1ccc(S(=O)(=O)N2CCOCC2)cc1	1.2	6%	0%	2%	-1%	4%	-16%	-0.1%	i
Cc1ccccc1N(C)S(=O)(=O)c1nnc(NC(=O)c2ccco2)s1	-1.1	?	-18%&-4%	-2%	1%&10%	-11%&-1%	?	4.7%&13%	.
Cc1ccc(NC(=O)C2Cc3ccccc3C(=O)O2)cc1 (stereo not given)	3.1	4%	-6%	-3%	-1%	-15%	?	5.2%	i
COc1ccc(CNC(=O)Cn2nc(C)c3c(C)n(-c4ccccc4)nc3c2=O)cc1OC	.	-18%	7%	.	1%	-8%	.	-0.4%	.
COC(CNC(=O)c1cn(C)c2ccc(S(=O)(=O)N3CCOCC3)cc2c1=O)OC	-1.0	0%	0%	1%	1%	2%	-6%	0.3%	i
CC(C)(C)OC(=O)N1CCC(CC2CC(c3ccccc3)=NO2)(C(=O)O)CC1 (stereo not given)	-0.2	-1%	1%	.	6%	3%	-12%	-0.1%	i
C/C(N)=C(/C#N)C(=O)COC(=O)c1ccncc1	-1.3	10%	-5%	-1%	-4%	-9%	5%	1.3%	i
O=C(O)c1ccc(N/N=C/c2ccc(F)c(F)c2)cc1	-0.9	6%	-58%	-1%	-1%	-89%[inhibitor]	?	-1.3%	i

Random draw from the library, and some 4.3% of all compounds hit somewhere here.
